Mtb BioA inh = BioA (M. tuberculosis) enzyme inhibition. purified M. tuberculosis BioA enzyme, plate reader. inhibition, % at 9.99 µM. hit rate 0.096% among 360,000. AID 602481; in the data active means inhibition above about 40%
VHR inh abs = DUSP3 (human) phosphatase inhibition; P51452; recombinant VHR phosphatase, pNPP absorbance; inhibition, % at 13.3 µM; hit rate 0.52% among 290,000; AID 1654; in the data active means inhibition above about 50%; further: some compounds called inactive have numbers as strong as hits
PriA SSB inh = K. pneumoniae PriA-SSBct interaction inhibition; AlphaScreen SSBct-PriA binding, biotinylated peptide; inhibition, % at 33 µM; hit rate 0.6% among 430,000; AID 1272365; in the data active means inhibition mostly above about 37%, no sharp cut-off; inactive means mostly below about 20%;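 further: plate controls were negative control peptide for no effect and reference peptide for full effect; strong numbers were not always called active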
Vc quorum ag = inducers of Vibrio cholerae quorum light production without autoinducers; V. cholerae BH1578 lux reporter, luminescence, 6 h; hit rate 0.16% among 350,000; activation, % at 18.7 µM; in the data active means activation mostly above about 9.7%, no sharp cut-off; further: not every result past the cut was called active; inactives centre near 0; reference of the scale not given here
MazF activator = activators of E. coli MazEF toxin-antitoxin RNase; activation, % at 20 µM; P0AE70; hit rate 0.32% among 350,000; AID 504720; FAM/BHQ RNA-DNA oligo cleavage fluorescence, 5 h; in the data active means activation above about 50%
Target sequence (P0AE70 whole entry, looked up): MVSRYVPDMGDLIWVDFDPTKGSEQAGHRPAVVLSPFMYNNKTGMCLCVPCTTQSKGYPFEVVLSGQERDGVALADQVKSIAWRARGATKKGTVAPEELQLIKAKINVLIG
SARS 3CLpro inh = SARS-CoV 3CLpro protease inhibition. P0C6X7. recombinant SARS-CoV 3CLpro, quenched FRET peptide cleavage. AID 1706. inhibition, % at 6 µM. hit rate 0.14% among 290,000; in the data active means inhibition above about 12%
UGM FP inh = inhibitors of M. tuberculosis UDP-galactopyranose mutase | P9WIQ1 | purified UGM, fluorescence polarization probe displacement | inhibition, % at 10 µM | hit rate 0.06% among 320,000; in the data active means inhibition above about 10%, passing the limit was not always enough
Target sequence (P9WIQ1 whole entry, looked up): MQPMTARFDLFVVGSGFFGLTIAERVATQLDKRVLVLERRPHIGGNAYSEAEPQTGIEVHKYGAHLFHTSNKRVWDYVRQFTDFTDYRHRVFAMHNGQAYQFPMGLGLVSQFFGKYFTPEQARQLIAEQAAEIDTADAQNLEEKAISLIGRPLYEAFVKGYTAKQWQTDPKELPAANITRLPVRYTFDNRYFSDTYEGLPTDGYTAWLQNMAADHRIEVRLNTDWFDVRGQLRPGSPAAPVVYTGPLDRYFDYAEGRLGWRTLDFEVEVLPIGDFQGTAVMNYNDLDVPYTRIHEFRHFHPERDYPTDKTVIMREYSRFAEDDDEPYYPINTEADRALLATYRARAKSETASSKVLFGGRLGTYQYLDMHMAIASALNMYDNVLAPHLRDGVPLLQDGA
GDH-TPI counter = inhibits GDH-TPI coupling enzymes, artifact for Mtb FBA screen; hit rate 1.2% among 360,000; GDH-TPI coupled enzyme counterscreen, NADH absorbance; AID 588335; inhibition, % at 4.8 µM; in the data active means inhibition above about 30%;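 further: 0% = DMSO wells and 100% = wells lacking the enzyme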
FBA Mtb inh = inhibitors of M. tuberculosis fructose-bisphosphate aldolase; inhibition, % at 1 µM; P9WQA3; AID 588726; hit rate 2.3% among 360,000; purified M. tuberculosis FBA, fluorescence read-out; in the data active means inhibition above about 27%;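 further: 0% = vehicle and 100% = reference inhibitor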
Rv3671c protease = Rv3671c (M. tuberculosis) protease inhibition; P9WHR9; inhibition, % at 5.96 µM; hit rate 0.048% among 320,000; in the data active means inhibition above about 38%;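 further: extracellular domain of Rv3671c used as enzyme; 0% = enzyme with DMSO and 100% = no enzyme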
Target sequence (P9WHR9 whole entry, looked up, the tested form may be a part): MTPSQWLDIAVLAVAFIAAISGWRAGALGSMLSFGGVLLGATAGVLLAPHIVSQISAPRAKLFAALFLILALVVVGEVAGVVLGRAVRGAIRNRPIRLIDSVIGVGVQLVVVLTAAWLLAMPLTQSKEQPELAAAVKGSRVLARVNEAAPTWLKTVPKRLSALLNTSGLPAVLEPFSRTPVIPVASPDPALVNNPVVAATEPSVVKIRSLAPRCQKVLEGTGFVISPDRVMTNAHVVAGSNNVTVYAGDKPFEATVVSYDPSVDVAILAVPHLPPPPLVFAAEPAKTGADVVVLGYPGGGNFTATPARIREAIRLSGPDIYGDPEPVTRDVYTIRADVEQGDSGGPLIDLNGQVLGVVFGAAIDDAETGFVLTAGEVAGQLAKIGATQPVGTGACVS
The depositor's hits bear a star; i = inactive; . = not tested or not shown; + = active, no number; & = joins results of further samples. An excerpt. The share of hits here may be higher or lower than overall.

Preview (5 entries):
#	smiles	Mtb BioA inh	VHR inh abs	PriA SSB inh	Vc quorum ag	MazF activator	SARS 3CLpro inh	UGM FP inh	GDH-TPI counter	FBA Mtb inh	Rv3671c protease
1	CSc1nnc(NC(=O)c2cc(=O)c3cc(C)cc(C)c3o2)s1	-1.0	16	-10	-1.1	8	2	1.8	-2	0	-1
2	CCSc1nc2c(c(=O)n(C)c(=O)n2C)n1Cc1ccc(Cl)cc1	1.3	.	-16	-2.2	-24	-6	0.6	-3	-3	9
3	CCN1C(=O)C(=C2C=C(C)N(Cc3ccco3)C(C)=C2)C(=O)N(CC)C1=S	.	13	-46	-0.3	3	3	-0.4	14	3	1
4	COc1ccc(CN(Cc2ccccn2)S(=O)(=O)c2ccc(-n3cnnn3)c(OC)c2)cc1	-1.6	11	-8	-0.4	2	-3	1.1	-12	2	3
5	CC(=O)N1c2ccc(S(=O)(=O)NCCC(=O)NCCc3ccc(C)cc3)cc2CC1C (configuration not stated)	1.1	28	-4	i	0	2	-2.3	6	-1	8

The whole of this part, repeating the preview:
#	smiles	Mtb BioA inh	VHR inh abs	PriA SSB inh	Vc quorum ag	MazF activator	SARS 3CLpro inh	UGM FP inh	GDH-TPI counter	FBA Mtb inh	Rv3671c protease
1	CSc1nnc(NC(=O)c2cc(=O)c3cc(C)cc(C)c3o2)s1	-1.0	16	-10	-1.1	8	2	1.8	-2	0	-1
2	CCSc1nc2c(c(=O)n(C)c(=O)n2C)n1Cc1ccc(Cl)cc1	1.3	.	-16	-2.2	-24	-6	0.6	-3	-3	9
3	CCN1C(=O)C(=C2C=C(C)N(Cc3ccco3)C(C)=C2)C(=O)N(CC)C1=S	.	13	-46	-0.3	3	3	-0.4	14	3	1
4	COc1ccc(CN(Cc2ccccn2)S(=O)(=O)c2ccc(-n3cnnn3)c(OC)c2)cc1	-1.6	11	-8	-0.4	2	-3	1.1	-12	2	3
5	CC(=O)N1c2ccc(S(=O)(=O)NCCC(=O)NCCc3ccc(C)cc3)cc2CC1C (configuration not stated)	1.1	28	-4	i	0	2	-2.3	6	-1	8
6	CCOC(=O)N1CCN(C(=O)/C(=C/c2cccs2)NC(=O)c2ccc(OC)c(OC)c2)CC1	1.0	7	-7	1.1	16	-1	1.8	0	1	-4
7	CCOC(=O)C1=C(Cn2cnc3ccccc32)NC(=O)NC1c1cc(C)ccc1C (configuration not stated)	.	-16	17	-7.1	6	3	-1.1	-10	-2	1
8	CNc1nc(C)nc(-c2ccccc2O)n1	-2.2	34	-20	-0.3	9	2	0.6	12	-1	-9

Reprinted from the part before: two entries, then new ones.
#	smiles	Mtb BioA inh	VHR inh abs	PriA SSB inh	Vc quorum ag	MazF activator	SARS 3CLpro inh	UGM FP inh	GDH-TPI counter	FBA Mtb inh	Rv3671c protease
7	CCOC(=O)C1=C(Cn2cnc3ccccc32)NC(=O)NC1c1cc(C)ccc1C (configuration not stated)	.	-16	17	-7.1	6	3	-1.1	-10	-2	1
8	CNc1nc(C)nc(-c2ccccc2O)n1	-2.2	34	-20	-0.3	9	2	0.6	12	-1	-9
9	Cc1cc(NC(=O)c2ccc(COc3ccccc3Cl)o2)no1	0.8	-1	1&-7	-0.3	-4	-3	1.9	9	-1	0
10	CCN(CC)C(=O)C1=C(C)N(CCCOC)C(=O)C(CC(=O)NCc2cccc3ccccc23)C1 (configuration not stated)	3.4	.	.	i	6	.	.	14	5	.
11	COc1ccc(C(=O)NCC(c2ccco2)N2CCc3ccccc32)c(OC)c1 (configuration not stated)	-0.4	.	15	i	-4	.	-0.4	5	-2	-3
12	COc1cc(NC(=O)c2ccc(Cl)cc2)c(OC)cc1NC(=O)CN1CCOCC1	.	13	-5	-0.3	0	-1	1.9	16	0	-15
13	Cc1oc2cc([N+](=O)[O-])c(O)c([N+](=O)[O-])c2c1C(=O)c1ccc(Br)cc1	.	7	13	-0.2	-5	5	-0.4	5	-15	10
14	CCc1[nH]c(=O)c(C#N)c2c1CCCC2	-0.2	12	-11	i	-25	-4	2.5	-5	2	3
15	C=CC[n+]1c(-c2ccc(OC)cc2)csc1NNC(=O)Nc1ccccc1	-2.4	9	17	-1.6	2	7	-2.4	7	1	5
16	COc1ccc(OC)c(-c2csc(NC(=O)CSc3ccc(Br)cc3)n2)c1	.	24	-1	i	-2	3	3.4	13	0	-88
17	CCOC(=O)c1ccc(NC(=O)Cc2cccs2)cc1	-1.1	-22	-14	-0.4	4	-3	-1.7	11	0	-2
18	N#Cc1ccc(CSc2nnc(-c3cccc(S(=O)(=O)N4CCCCC4)c3)o2)cc1	-0.4	-7	-8	i	0	-4	3.8	-6	-6	-1
19	CC1CC(=Cc2ccc(N)cc2)C(=O)O1 (configuration not stated)	-0.1	.	-19	-1.7	2	.	.	35*	-1	.
20	CCCCNC(=O)C(C#N)c1nc2ccccc2nc1N1CCN(c2ccccc2F)CC1 (configuration not stated)	-0.9	8	-20	6.7	-7	-1	0.5	-9	4	0
21	O=C(CSc1ncnc2c1oc1ccccc12)Nc1cccc(Cl)c1	-0.9	18	-12	i	15	-1	1.2	-8	2	-24
22	CCC(C(=O)Nc1ccc(C(=O)Nc2ccccc2C(=O)O)cc1)c1ccccc1 (configuration not stated)	1.9	-13	-4	4.4	-2	8	4.8	8	3	.
23	CCN(CC)c1ccc(NC(=O)CCCCC(=O)Nc2ccc(N(CC)CC)cc2)cc1	-1.2	.	1	-0.9	-1	.	0.5	6	-1	-4
24	CC1CCC(NC(=O)c2cc3c(s2)CS(=O)(=O)C3)CC1 (configuration not stated)	0.5	-6	4	i	5	0	.	-8	0	.
25	O=C(Nc1ccc2c(c1)CCC2)c1cnn2c1NC(c1ccco1)CC2C(F)(F)F (configuration not stated)	-0.3	17	23	0.0	-1	-3	0.9	14	5	-4
26	CC(C)(C)c1ccc(C(=O)N/C(=C\c2ccco2)C(=O)O)cc1	.	27	-4	-0.5	1	-4	-0.8	4	-3	-5
27	Cc1ccc2n1Cc1cnnn1-c1ccccc1-2	-1.0	.	.	-0.4	4	.	.	1	0	.
28	CN(C)/C=C1/C(=O)NC(=O)N(CCNc2ncc(C(F)(F)F)cc2Cl)C1=O	.	-2	-1	-0.3	-25	5	-1.0	8	1	1
29	O=C(C1CCCCC1)N1CCN(c2nc(-c3ccc(F)cc3)cs2)CC1	.	7	-4	-0.5	-2	-3	0.4	1	-1	2
30	COc1ccc(NC(=O)C2Cc3c(-c4ccco4)ccnc3O2)cc1OC (configuration not stated)	1.0	.	.	-0.5	.	.	.	-14	-1	.
31	CN(C)S(=O)(=O)c1ccc(N2CCCC2)c(C(=O)NCc2cccc(C(F)(F)F)c2)c1	-0.7	12	-16	i	20	1	0.1	-1	-9	0
32	CC1CCc2c(nc3ncnn3c2NCCc2ccccc2F)C1 (configuration not stated)	.	8	-3	-0.4	11	-8	4.2	-3	2	-10
33	Cc1ccc(N2CCN(C(=O)NC3CCCCC3)CC2C)cc1 (configuration not stated)	-1.9	18	1	-0.4	0	-1	1.0	2	-3	0
34	Cn1nccc1C(=O)NC(=S)Nc1cc(Cl)cc(Cl)c1	4.4	2	-4	-0.4	2	-1	0.5	7	1	-4
35	COc1cc(C(=O)NCC(=O)N/N=C\C(C)=C/c2ccccc2)cc(OC)c1OC	-2.7	7	.	-0.5	-10	-3	-2.0	6	-2	-3
36	CC(=O)Nc1ccc(-c2nc3ccc(NC(C)=O)cc3o2)cc1	-0.9	2	-2	i	7	-1	-0.1	10	+	-2
37	Cc1cc(O)c(-c2cc(C(=O)NCCc3ccc(S(N)(=O)=O)cc3)[nH]n2)cc1C	-1.8	-4	5	-0.4	13	3	0.4	6	1	-2
38	CC(C)(C)c1cc2nc(NCCOc3ccccc3)ccn2n1	1.3	.	.	-0.5	.	.	.	8	2	.
39	CCCc1cc(=O)[nH]c(SCC(=O)Nc2cccc(S(=O)(=O)N3CCCCC3)c2)n1	-2.0	.	1	i	1	.	2.3	5	0	-2
40	Cc1cc(C)nc(Sc2ccc3nnc(C(F)(F)C(F)(F)C(F)(F)F)n3n2)n1	1.0	13	-25	7.1	-12	0	5.5	6	3	-3
41	Cc1ccc(C2CC(=O)Oc3cc(C)c(Br)c(C)c32)cc1 (configuration not stated)	-1.0	.	0	-6.2	-2	.	.	5	-2	.
42	CCN(CC)c1nc(N)nc(N(c2ccccc2)c2ccccc2)n1	1.6	2	0	-0.2	3	0	1.6	0	-1	0
43	Cn1cc(-c2ccccc2C(=O)O)c(=O)c2ccccc21	-1.3	10	-12	-0.4	-6	-2	0.7	16	6	-4
44	Cc1ccc(NC(=S)NNC(=S)NC2CCCCC2)cc1	.	37	6	i	10	3	1.6	7	2	-5
45	CC(C)Oc1cccc(C(=O)C2CCCN(Cc3cccn3-c3cccnc3)C2)c1 (configuration not stated)	1.7	0	13	i	9	-2	.	4	2	1
46	O=C(Nc1ccc(N2CCOCC2)c(Cl)c1)c1cccnc1	47*	10	-1	-1.1	2	7	0.0	6	0	-4
47	COc1ccc(Cl)cc1-c1nc(-c2ccc(NC(=O)c3cccs3)cc2)no1	.	8	-7	-0.2	1	-1	0.7	6	-5	-69
48	Cc1onc(-c2ccccc2)c1C(=O)N1CCc2ccccc21	0.6	20	-4	i	-11	0	0.7	-6	-3	3
49	CN(C)CCCn1c(SCc2ccc(Cl)cc2)nnc1-c1ccncc1	-1.3	24	-6	-0.9	-18	-4	2.4	2	-7	0
50	CCOc1cc(/C=C2\NC(=O)NC2=O)cc([N+](=O)[O-])c1O	2.6	16	-8	i	3	4	-1.4	32*	-4	10
51	CCCCCN(C(=O)CCC(=O)OCC(=O)NCCc1ccccc1)c1c(N)n(CCCC)c(=O)[nH]c1=O	0.4	.	.	0.0	0	.	.	0	-1	.
52	Cc1nn(CCC(=O)NNC(=S)Nc2ccc(F)cc2)c(C)c1Br	.	-2	-6	-0.3	-4	8	-0.5	11	-1	-4
53	Fc1ccc(Cn2nnnc2CN2CCC(n3nnc4cc(C(F)(F)F)ccc43)CC2)cc1	1.9	7	-8	i	3	-2	1.9	-12	-1	3
54	Cc1ccc(-c2nnc(SCC(N)=O)n2C)cc1	-1.3	38	-8	i	-3	3	-1.0	6	1	1
55	CCc1ccc(-c2nnn(Cc3nn[nH]n3)n2)cc1	-0.1	24	-20	i	0	-4	1.6	1	1	1
56	O=C(N/N=C/c1ccc(OCc2ccccc2)cc1)c1ccncc1	0.4	6	.	-0.2	-1	-3	3.8	7	-2	-1

High-throughput results from PubChem BioAssay.
